Compound activity (PubChem)
NSD2 HMT inh – NSD2 histone methyltransferase inhibitors, primary screen, biochemical, AlphaScreen, single concentration, set 2 | 0.54% of 310,000 active | inhibition, % at 12.5 µM | AID 743445, 2014 | NSD2 peptide methylation, 120 min | Histone-lysine N-methyltransferase NSD2 (Homo sapiens), O96028; in the data active = inhibition above about 50%
SR-BI DiI-HDL act – activators of SR-BI mediated DiI-HDL uptake, primary screen, ldlA[mSR-BI] CHO cells, DiI fluorescence; 3 h; 100 = double the neutral-control signal; activation, % at 12.5 µM; 0.096% of 320,000 active; AID 504775, 2011;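 active = mean replicate activation of at least 60% and every replicate at or above 60%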;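 note: 0% = median plate neutral-control signal and 100% = twice that signal; values of inactives mirror those of a sister screen read the other way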
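Test system: SR-BI-overexpressing, LDLR-lacking CHO cells; Medium: Ham's F12 with 0.5% BSA, HEPES 25 mM, pH 7.4; Schedule: 3 h, 37 °C; Technique: bottom-read fluorescence, 550/595 nm.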
PKA-R2B act – activators of PKA-R2B holoenzyme, primary screen, biochemical, fluorescence polarization, Cy5-IP20, human; AID 504700, 2011; cAMP-dependent protein kinase catalytic subunit beta (Homo sapiens) + cAMP-dependent …; activation, % at 11.4 µM; 0.079% of 340,000 active; PKA-R2B holoenzyme dissociation; R2B truncated from residue 108, S112A mutant; 0% DMSO only, 100% 113 µM cGMP;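 active = activation above a cutoff set at the mean over all compounds plus 3 SD, cut at about 18% in these data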;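 note: higher means more holoenzyme dissociation and a rise in polarization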
Target sequence (P31323 whole entry, looked up, other chains not shown, the tested form may be a part): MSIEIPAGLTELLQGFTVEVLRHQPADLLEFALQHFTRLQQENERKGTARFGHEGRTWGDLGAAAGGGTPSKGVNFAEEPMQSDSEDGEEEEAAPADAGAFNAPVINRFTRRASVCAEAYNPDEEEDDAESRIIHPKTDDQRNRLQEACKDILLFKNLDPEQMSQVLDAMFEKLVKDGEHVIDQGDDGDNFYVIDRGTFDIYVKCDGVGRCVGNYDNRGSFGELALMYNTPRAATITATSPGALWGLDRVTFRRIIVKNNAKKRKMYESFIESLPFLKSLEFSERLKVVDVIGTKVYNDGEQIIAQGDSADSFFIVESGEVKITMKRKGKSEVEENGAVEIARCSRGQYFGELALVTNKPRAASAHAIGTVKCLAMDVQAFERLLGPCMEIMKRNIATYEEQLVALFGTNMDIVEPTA
DAGLB inhibitor – DAGLB lipase inhibitors, primary screen, biochemical, fluorescence, HTS; HEK293T DAGLB membrane lysate, EnzChek fluorogenic substrate; inhibition, % at 5.17 µM; Diacylglycerol lipase-beta (Homo sapiens), Q8NCG7; 0.059% of 340,000 active; in the data active = inhibition above about 34%;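 note: 0% = enzyme with vehicle and 100% = wells lacking enzyme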
Target sequence (Q8NCG7 whole entry, looked up): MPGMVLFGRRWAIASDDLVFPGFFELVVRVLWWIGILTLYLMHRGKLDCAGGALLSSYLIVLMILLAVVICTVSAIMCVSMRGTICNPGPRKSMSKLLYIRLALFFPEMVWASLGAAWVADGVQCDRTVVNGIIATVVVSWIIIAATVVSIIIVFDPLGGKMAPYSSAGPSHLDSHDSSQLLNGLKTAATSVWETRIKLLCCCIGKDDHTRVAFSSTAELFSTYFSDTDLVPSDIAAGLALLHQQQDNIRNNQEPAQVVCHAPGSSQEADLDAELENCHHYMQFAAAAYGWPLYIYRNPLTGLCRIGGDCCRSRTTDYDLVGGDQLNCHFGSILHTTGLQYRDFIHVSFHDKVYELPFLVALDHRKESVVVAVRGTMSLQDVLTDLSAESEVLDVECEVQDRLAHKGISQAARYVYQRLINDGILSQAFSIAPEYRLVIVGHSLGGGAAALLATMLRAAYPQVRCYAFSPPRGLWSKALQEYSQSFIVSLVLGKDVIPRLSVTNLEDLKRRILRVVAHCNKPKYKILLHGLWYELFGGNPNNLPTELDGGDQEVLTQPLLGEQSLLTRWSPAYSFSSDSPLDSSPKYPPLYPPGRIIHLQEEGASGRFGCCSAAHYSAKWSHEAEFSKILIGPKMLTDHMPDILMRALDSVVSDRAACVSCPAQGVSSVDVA
Keap1 Nrf2 FP – Keap1-Nrf2 protein-protein interaction inhibitors, primary screen, biochemical, fluorescence polarization, single point | inhibition, % at 9.4 µM | 0.15% of 340,000 active | Keap1 Kelch-Nrf2 peptide fluorescence polarization, 1536-well; in the data active = inhibition above about 12%;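 note: human Keap1 Kelch domain with fluorescein labeled Nrf2 9mer peptide probe; 0% = neutral control wells and 100% = peptide positive control; higher means more block of Keap1 binding to Nrf2 peptide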
Cardiac RTF inh – cardiac RTF calcium sensitivity inhibitors, primary screen, biochemical, IANBD-TnC fluorescence, EC70 calcium | Troponin I, cardiac muscle (Homo sapiens) + Troponin T, cardiac muscle (Homo sapiens) + … | IANBD-labeled cardiac RTF, Ca2+ fluorescence | inhibition, % at 7.15 µM | 0.12% of 340,000 active;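 active = inhibition above the mean inhibition of all tested compounds plus 3 SD, cut at about 17% in these data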;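 note: assay run at fixed EC70 calcium of 1.6 mM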
Arr AP2 block – inhibitors of beta-arrestin/AP2 binding, primary screen, biochemical, GPCR trafficking, flow cytometry; beta-arrestin 1 C-terminal peptide binding to AP2 beta2-adaptin appendage (human); FITC-arrestin peptide / GST-AP2 beads; AP2 beta2 appendage carries R879A mutation; inhibition, % at 10 µM; 0.31% of 340,000 active;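 active = inhibition above a set limit, near 3 SD of compounds lacking own fluorescence, cut at about 54% in these data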;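 note: plate controls were DMSO wells for no effect and 5 µM unlabelled arrestin peptide for full effect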
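Material – AP2 appendage R879A on GSH beads · Buffer or medium – PBS with 0.05% Tween 20 and 0.1% BSA · Probe or stimulus – fluorescein-tagged arrestin peptide at 50 nM final · Incubation – compound with beads 12 min RT, then probe 1 h RT · Detection – high-throughput flow cytometry of beads, ex 488, em 535 nm · Evaluation – percent response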
PvdQ acylase – P. aeruginosa PvdQ acylase inhibitors, primary screen, biochemical, fluorescence, plate reader and imaging, single point. PvdQ acylase [Pseudomonas aeruginosa LESB58]. purified PvdQ acylase. inhibition, % at 10 µM. 0.063% of 340,000 active. AID 488965, 2010; in the data active = inhibition above about 30%, passing the limit was not always enough;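 note: 0% = vehicle neutral wells and 100% = reference inhibitor wells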
LANA DNA inh – inhibitors of KSHV C-LANA binding to DNA, primary screen, biochemical, fluorescence polarization, FAM-LBS DNA, MBP-C-LANA, single point. Kaposi's sarcoma herpesvirus LANA C-terminal domain (residues 932-1162) DNA binding. inhibition, % at 9 µM. 0.078% of 340,000 active;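 active = highest replicate inhibition at or above 60% at 9 µM, even if other replicates fall short; inactive = all replicates below 60% inhibition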;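 note: 0% = neutral control wells and 100% = 4 µM acridine orange control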
SR-BI DiI inh – inhibitors of SR-BI mediated HDL lipid uptake, primary screen, ldlA[mSR-BI] cells, fluorescence, single point; Scavenger receptor class B member 1 (Mus musculus), Q61009; ldlA[mSR-BI] CHO cells, DiI-HDL uptake fluorescence, 3 h; inhibition, % at 12.5 µM; 0.96% of 320,000 active;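 active = mean replicate inhibition of at least 70% and a set share of replicates each scoring 70 or more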;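 note: 0% = median of neutral control wells and 100% = median of positive control wells; values of inactives mirror those of a sister screen read the other way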
Numbers without * were called inactive; . = not tested or not shown.

SMILES | NSD2 HMT inh | SR-BI DiI-HDL act | PKA-R2B act | DAGLB inhibitor | Keap1 Nrf2 FP | Cardiac RTF inh | Arr AP2 block | PvdQ acylase | LANA DNA inh | SR-BI DiI inh
Cn1c(=O)c2c(nc(Oc3ccccc3Cl)n2C)n(C)c1=O | 10 | 15 | -4 | -1 | -7 | -6 | 17 | -9 | -0.8 | -15
COC(=O)C1C(C(C)C)N(c2ccccc2)OC1(C)O (centres undefined) | 1 | 6 | -8 | 0 | -6 | -18 | -4 | -9 | -2.5 | -6
CC1=[N+](C)N(c2ccccc2)C(=O)C1N=Cc1ccc(Cl)cc1 (centres undefined) | -2 | 9 | -5 | -3 | -3 | -2 | 21 | -24 | 0.4 | -9
O=C(NCc1cccc(C(F)(F)F)c1)C1CC(c2c(Cl)cccc2Cl)=NO1 (centres undefined) | . | -6 | -12 | -10 | -5 | 0 | 1 | -12 | -0.8 | 6
CS(=O)(=O)N1N=C(c2ccc(Br)cc2)CC1c1cccs1 (centres undefined) | 1 | 0 | 1 | -1 | -6 | -7 | 7 | -10 | 0.3 | 0
COc1ccc2nc(SC)c(C#N)cc2c1 | -2 | 12 | -8 | -5 | -1 | 1 | -19 | -8 | -0.6 | -12
CCn1c(=O)c(C(=O)CN2CCCc3ccccc32)c(N)n(Cc2ccccc2)c1=O | 2 | -15 | 9 | -3 | -5 | -67 | -9 | -13 | 0.6 | 15
CCOc1cc(N2CCOCC2)c(OCC)cc1NC(=O)c1cccc(N(C)C)c1 | 12 | -58 | 4 | 2 | 2 | -4 | 9 | -11 | 0.5 | 58
O=C(Nc1ccnn1C1CCN(C(=O)c2ccc(F)c(Cl)c2)CC1)C1CC1 | -3 | -1 | 0 | 1 | -7 | 0 | 8 | -16 | -0.3 | 1
CS(=O)(=O)N1N=C(c2ccccc2)CC1c1cccs1 (centres undefined) | 28 | 6 | -11 | 0 | -1 | 2 | 2 | -5 | 0.0 | -6
Nc1cccc(-c2nc3ccc(N)cc3s2)c1 | -4 | -12 | -7 | 2 | -4 | 8 | 2 | -16 | -2.2 | 12
CCCCCO | . | 1 | -17 | 2 | 5 | 1 | 17 | -14 | 0.6 | -1
COc1ccc(CN2CCN(C(=O)CC(C)C)CC2)cc1OC | 0 | 22 | -10 | 0 | -4 | -3 | -8 | -7 | -0.2 | -22
O=C(Nc1cccnc1)c1ccccc1Oc1ccccc1 | . | -18 | -2 | 2 | 2 | -2 | 8 | 1 | -1.2 | 18
CN1C(=O)c2cccc3c(S(=O)(=O)NCc4ccco4)ccc1c23 | 1 | -30 | -6 | -3 | -4 | 6 | -35 | -9 | -1.3 | 30
COc1ccc(CCOC2OC(CO)C(OC(=O)/C=C/c3ccc(O)c(OC)c3)C(O[C@H]3O[C@@H](C)[C@H](O)[C@@H](O)[C@H]3O)C2O)cc1O (some centres undefined) | . | 13 | 1 | -2 | -7 | 2 | 8 | -9 | -0.1 | -13
CCn1c(SCCOc2ccc(Cl)cc2)nnc1-c1cccs1 | 6 | 10 | -5 | -5 | -4 | -3 | -3 | -15 | -1.1 | -10
COc1ccc(-n2c(COc3ccc(Cl)cc3)nnc2SCc2ccc(C#N)cc2)cc1 | 0 | 14 | -4 | 0 | 1 | -9 | 30 | 0 | 0.6 | -14
NC(=O)C1CCN(C(=O)CSc2ccccn2)CC1 | -4 | 14 | -10 | 2 | -4 | 6 | -10 | -10 | -0.6 | -14
COC(=O)C1C(=O)C2=C(CC1C)NC(C)=C(C(=O)OC(C)C)C2c1ccc(OC)c(O)c1 (centres undefined) | 30 | -4 | 12 | 0 | -1 | -3 | 9 | 2 | 0.2 | 4
CN(C(=O)CSc1nnc(-c2cccc(F)c2)n1N)C1CCS(=O)(=O)C1 (centres undefined) | . | 10 | -2 | 0 | -2 | 5 | -19 | -6 | 0.5 | -10
C[C@@]12C(=O)N(Cc3ccccc3)CC(=O)N1[C@H]1c3cc(Cl)ccc3OC[C@@H]1[C@@H]2c1ccccc1 | . | 6 | -4 | -11 | -4 | -3 | -1 | -5 | 2.3 | -6
Clc1ccc2c(c1)c1ccccc1n2CN1CCOCC1 | -3 | -21 | 1 | -3 | -1 | 0 | 20 | 1 | 0.1 | 21
O=C1CCCc2ccccc2N1Cc1ccccc1Cl | 2 | 3 | -2 | -2 | -1 | 5 | 22 | 7 | 0.7 | -3
CC1CCCC(NC(=O)COC(=O)Cc2ccc(Br)cc2)C1C (centres undefined) | -5 | -4 | . | . | 1 | . | -16 | -10 | 2.3 | 4
CC(C)(C)OC(=O)[C@H](Cc1ccccc1)NC(=O)c1[nH]cnc1C(=O)N[C@@H](Cc1ccccc1)C(=O)OCc1ccccc1 | . | 15 | -10 | -8 | -4 | 5 | -5 | -8 | -0.3 | -15
COc1ccc2nc(C)cc(N3CCN(S(=O)(=O)c4ccccc4F)CC3)c2c1 | 0 | -2 | 2 | -1 | 0 | -4 | 62* | 4 | -4.8 | 2
CCCCCn1c(=S)[nH]c2cc(C(=O)N3CCCC3)ccc2c1=O | -2 | -1 | -5 | 2 | -7 | -5 | 15 | -8 | 0.6 | 1
CCCCN(C(C)=O)c1ccc2c(c1)C1CC2CCN1C(=O)OCc1ccccc1 (centres undefined) | . | -8 | 3 | -2 | -1 | -1 | 1 | 2 | -1.8 | 8
Cc1cccc(C)c1NC(=O)CN(C)C(=O)c1ccccc1SCC(=O)N1CCCC1 | -1 | 20 | 15 | 0 | -9 | 3 | 7 | -11 | -0.1 | -20
COc1ccccc1C(=O)NCCC(=O)Nc1ccc(S(=O)(=O)N2CCCC(C)C2)cc1 (centres undefined) | -4 | -19 | -10 | 1 | -3 | -2 | -6 | 6 | -1.4 | 19
CNCC(O)C(O)C(O)C(O)CO (centres undefined) | . | 4 | 4 | 0 | 2 | 0 | 3 | 0 | -0.3 | -4
Cc1ccc(NC(=O)C(Cc2ccccc2)NC(=O)c2ccco2)cc1 (centres undefined) | -2 | 40 | -6 | 1 | 3 | -6 | -2 | -8 | -0.1 | -40
CC(Nc1ccc(N2CCOCC2)cc1)C(=O)N1c2ccccc2CC1C (centres undefined) | 8 | . | 0 | 5 | 1 | -5 | 46 | -7 | -0.3 | .
COc1ccc(S(=O)(=O)N2CCC(C(=O)NCCc3ccccc3)CC2)cc1OC | -2 | 23 | -1 | -1 | -4 | -4 | 1 | -14 | -0.5 | -23
CCC(C)Sc1nc2c(c(=O)[nH]c(=O)n2C)n1Cc1ccccc1Cl (centres undefined) | . | -2 | 10 | 5 | 1 | 2 | 7 | 1 | 1.4 | 2
Cc1ccc(S(=O)(=O)/N=C2/NC(=O)/C(=C/c3cccnc3)S2)cc1 | 4 | 13 | -3 | 8 | -2 | -1 | 7 | 15 | 1.5 | -12
COc1ccc2nc(C)cc(Nc3ccc(N4CCN(C)CC4)cc3)c2c1 | 13 | -24 | -11 | -1 | -7 | 0 | 17 | 12 | -17 | 24
O=C(COC(=O)C1CCN(S(=O)(=O)c2cccc3cccnc23)CC1)c1ccc(F)cc1 | 35 | -25 | 3 | -4 | -2 | -9 | 0 | -13 | -0.8 | 25
COCCn1c(SCC(=O)Nc2nc(C)c(Cl)cc2Cl)nc2ccccc21 | 14 | -19 | 5 | 0 | 2 | 2 | -3 | -7 | -1.0 | 19
CC(C)CC(C(=O)O)C(C)CC(=O)Nc1ccn(-c2ccccc2)n1 (centres undefined) | 0 | 40 | -6 | -2 | -4 | -2 | -36 | 4 | -1.1 | -40
COc1ccc(C)c2sc(NC(=O)C3=COCCO3)nc12 | . | -24 | -1 | 1 | -4 | -8 | -2 | -25 | 0.6 | 24
COc1cccc(N=Nc2c(=O)[nH]n3c(=O)c4c([nH]c23)CCC4)c1 | 7 | 17 | -1 | 9 | -5 | 0 | -1 | 3 | 3.5 | -17
COc1cc(C(=O)N(Cc2cccnc2)Cc2cc3cc4c(cc3[nH]c2=O)OCCO4)cc(OC)c1OC | 1 | 9 | 2 | 1 | -3 | -8 | -5 | -14 | 0.0 | -9
O=C(O)Cn1cnc2scc(-c3ccccc3)c2c1=O | -3 | 26 | -5 | -1 | -3 | -8 | 8 | -12 | 0.3 | -26
COc1ccc(CCNC(=O)CN2CCN(c3ccccc3Cl)CC2)cc1 | -3 | -1 | -2 | -7 | -1 | -17 | -5 | -10 | 0.2 | 1
COc1cccc(N2C(=O)C(CC(=O)Nc3ccc(F)cc3)N(C3CCCCC3)C2=O)c1 (centres undefined) | . | -16 | 5 | 0 | -2 | -6 | -9 | -6 | 0.8 | 16
COc1ccc(N2CCN(C(=O)COC(=O)c3cccc(S(=O)(=O)Nc4cccc(C)c4)c3)CC2)cc1 | -1 | -51 | -8 | -1 | -8 | -3 | 20 | 0 | -1.0 | 51
Cc1ccc(-n2c(=O)[nH]c3c(C(N)=O)nc(C(C)C)nc32)cc1 | 4 | 0 | 8 | -5 | -5 | 0 | 15 | -2 | 0.8 | 0
CCC(CC)C(=O)Nc1ccc(Nc2ccccc2)cc1 | . | 15 | -5 | 2 | -1 | 12 | -9 | -1 | -0.7 | -15

Part of the list above, with values ahead of the structure:
| NSD2 HMT inh | SR-BI DiI-HDL act | PKA-R2B act | DAGLB inhibitor | Keap1 Nrf2 FP | Cardiac RTF inh | Arr AP2 block | PvdQ acylase | LANA DNA inh | SR-BI DiI inh | Molecule |
| --- | --- | --- | --- | --- | --- | --- | --- | --- | --- | --- |
| 7 | 17 | -1 | 9 | -5 | 0 | -1 | 3 | 3.5 | -17 | COc1cccc(N=Nc2c(=O)[nH]n3c(=O)c4c([nH]c23)CCC4)c1 |
| 1 | 9 | 2 | 1 | -3 | -8 | -5 | -14 | 0.0 | -9 | COc1cc(C(=O)N(Cc2cccnc2)Cc2cc3cc4c(cc3[nH]c2=O)OCCO4)cc(OC)c1OC |
| -3 | 26 | -5 | -1 | -3 | -8 | 8 | -12 | 0.3 | -26 | O=C(O)Cn1cnc2scc(-c3ccccc3)c2c1=O |
| -3 | -1 | -2 | -7 | -1 | -17 | -5 | -10 | 0.2 | 1 | COc1ccc(CCNC(=O)CN2CCN(c3ccccc3Cl)CC2)cc1 |
